Bioassay records deposited in PubChem BioAssay by several laboratories.
GASC-1 inh: blocks human GASC-1 demethylase activity; Q9H3R0; AID 2099; inhibition, % at 2.35 µM; GST-JMJD2C(1-420) H3K9me3 demethylation, DELFIA europium; 330,000 compounds, 0.069% hits;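 active = more than half of a compound's replicate wells show inhibition beyond 50%, single wells judged on their own value; inconclusive = some, but no more than half, of replicates pass 50% inhibition; inactive = no replicate passes 50% inhibition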;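 also: signal counts dimethyl H3K9 product captured on neutravidin plate; 0% = median of DMSO wells and 100% = 0.3 times that DMSO median; strong numbers were not always called active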
Target sequence (Q9H3R0 1-420 limits assumed): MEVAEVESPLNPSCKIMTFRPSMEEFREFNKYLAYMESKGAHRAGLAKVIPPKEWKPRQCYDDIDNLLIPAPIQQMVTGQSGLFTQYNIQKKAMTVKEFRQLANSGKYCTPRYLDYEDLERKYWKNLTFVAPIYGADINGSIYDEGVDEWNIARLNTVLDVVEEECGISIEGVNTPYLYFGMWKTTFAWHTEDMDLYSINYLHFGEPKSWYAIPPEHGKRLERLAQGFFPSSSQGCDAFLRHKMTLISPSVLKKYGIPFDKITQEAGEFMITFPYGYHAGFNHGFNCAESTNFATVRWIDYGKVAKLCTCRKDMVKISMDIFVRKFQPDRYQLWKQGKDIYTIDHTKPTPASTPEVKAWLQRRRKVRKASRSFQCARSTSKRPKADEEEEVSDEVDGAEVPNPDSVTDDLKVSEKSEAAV
Efflux pump inh: antifungal efflux pump inhibition, Nile Red retention | S. cerevisiae Candida pump triplex | inhibition, % at 10 µM | 330,000 compounds, 0.44% hits | AID 485275;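 active = plate passing quality check with inhibition over a set limit, or well fluorescence over plate mean plus 4 SD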;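 also: Nile Red retained in pooled yeast measured as flow cytometry median fluorescence; 0% = buffer negative control and 100% = Enniatin B positive control; higher means more Nile Red kept so more efflux inhibition; some compounds called inactive have numbers as strong as hits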
proCasp3 act: activators of human procaspase-3. activation, % at 8.5 µM. recombinant procaspase-3 D3A, Ac-DEVD-pNA absorbance 405 nm. 330,000 compounds, 0.11% hits;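 active = activation above the mean of all tested compounds plus 3 SD, cut at about 21% in these data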;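 also: 0% = DMSO alone and 100% = DMSO wells spiked with extra 5 µM PC-3 D3A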
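Test system: Procaspase-3 D3A mutant, all three cleavage aspartates alanine | Dosing: Single dose, 8.5 µM nominal compound, 0.8% DMSO | Schedule: 1 h preincubation, 2 h reaction | Technique: 405 nm absorbance of p-nitroaniline, reads at 0 and 120 min | Repeats: One well per compound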
procasp7 counter: counter-screen: procaspase-7 (human) activation; 330,000 compounds, 0.093% hits; activation, % at 8.5 µM; AID 463210; recombinant procaspase-7, Ac-DEVD-pNA absorbance 405 nm; D23A/D198A/D206A triple mutant, cannot self-cleave; scale: DMSO 0, 5 µM enzyme 100; P55210;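 active = percent activation above the screen-wide mean plus 3 SD, cut at about 25% in these data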
Target sequence (P55210 whole entry D23A/D198A/D206A): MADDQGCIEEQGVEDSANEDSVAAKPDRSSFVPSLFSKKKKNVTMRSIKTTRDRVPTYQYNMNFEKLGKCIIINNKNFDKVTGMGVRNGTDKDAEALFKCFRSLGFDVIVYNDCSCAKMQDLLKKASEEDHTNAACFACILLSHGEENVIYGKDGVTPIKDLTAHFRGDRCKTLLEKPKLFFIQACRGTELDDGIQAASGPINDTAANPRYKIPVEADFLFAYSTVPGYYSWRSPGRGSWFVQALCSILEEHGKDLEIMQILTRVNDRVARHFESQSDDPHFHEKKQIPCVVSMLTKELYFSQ
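Assay system: Uncleavable procaspase-7 mutant enzyme | Input: 2 µM procaspase-7 mutant as dispensed | Timing: 1 h compound preincubation, 2 h substrate cleavage, 25 °C | Repeats: One well per compound | Control set: DMSO wells as 0%, DMSO with 5 µM added PC-7 as 100% | Technique: Epi-absorbance of released pNA at 405 nm, two timepoints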
Fh CTSL1 inh: counter-screen for PFM18AAP inhibitors: inhibitors of F. hepatica cathepsin L1. recombinant F. hepatica cathepsin L1, Z-Leu-Arg-MCA fluorescence. inhibition, % at 5.96 µM. 300,000 compounds, 0.49% hits;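 active = inhibition above the mean of all tested compounds plus 3 SD, set per screening campaign, cut at about 17% in these data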;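 also: 0% = plate median of test compound wells and 100% = 1 µM Z-Phe-Ala-diazomethylketone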
PP1 counter: PP1-alpha (human) inhibition in PP5 counter-screen | P62136 | purified PP1alpha, OMFP fluorescence | inhibition, % at 6.7 µM | 320,000 compounds, 0.9% hits | AID 2235;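 active = inhibition above the mean inhibition of all tested compounds plus 3 SD, computed separately for each screening campaign, cut at about 15% in these data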
Target sequence (P62136 whole entry, looked up): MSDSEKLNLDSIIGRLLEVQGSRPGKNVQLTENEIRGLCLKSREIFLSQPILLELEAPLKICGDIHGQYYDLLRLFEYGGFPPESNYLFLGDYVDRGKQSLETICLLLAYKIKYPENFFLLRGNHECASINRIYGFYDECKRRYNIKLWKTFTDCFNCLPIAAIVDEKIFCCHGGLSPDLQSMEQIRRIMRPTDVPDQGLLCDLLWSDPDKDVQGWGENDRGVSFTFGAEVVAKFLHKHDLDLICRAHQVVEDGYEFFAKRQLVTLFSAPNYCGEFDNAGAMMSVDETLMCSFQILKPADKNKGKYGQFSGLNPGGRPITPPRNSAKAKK
HCV core dimer: blocks dimerization of HCV core protein; inhibition, % at 5 µM; TR-FRET GST/Flag-core106 dimerization, 1536-well; AID 1899; 300,000 compounds, 0.33% hits;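 active = inhibition above the mean of all tested compounds plus 3 SD, set per screening campaign, cut at about 45% in these data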
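System: GST-tagged and Flag-tagged HCV core protein residues 1-106 / Input: core106 proteins, GST 13.5 nM and Flag 17 nM / Buffer or medium: KF-containing HEPES buffer, pH 7.45, DTT, CHAPS, BSA / Probe or stimulus: Eu-anti-GST and XL665-anti-Flag labelled anti-tag antibodies / Schedule: 4 h, 22.5 °C incubation / Technique: TR-FRET 671 and 617 nm emission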
TPT1 inh: inhibitors of Candida albicans tRNA 2'-phosphotransferase TPT1 | recombinant caTPT1, FP RNA substrate dephosphorylation | inhibition, % at 5 µM | 300,000 compounds, 0.81% hits;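 active = inhibition above the mean of all tested compounds plus 3 SD, set per screening campaign, cut at about 24% in these data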;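 also: plate controls were DMSO alone for no effect and ferristatin control at 100 nM for full effect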
PP5 inh: blocks human protein phosphatase 5 activity; purified PP5c, OMFP substrate fluorescence; AID 1987; 320,000 compounds, 0.18% hits; P53041; inhibition, % at 6.7 µM;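 active = inhibition above the campaign's mean inhibition across all tested compounds plus 3 SD, cut at about 9.5% in these data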;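 also: 0% = DMSO only and 100% = 100 µM cantharidin control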
Active calls of the source: *; ? = inconclusive; . = no result given. Only part of the results is shown. The share of hits here may be higher or lower than overall.

SMILES | GASC-1 inh | Efflux pump inh | proCasp3 act | procasp7 counter | Fh CTSL1 inh | PP1 counter | HCV core dimer | TPT1 inh | PP5 inh
Brc1cccc(CNCCc2ccc3c(c2)OCO3)c1 | -5 | 0.2 | -10 | 2 | 0 | -2 | -5 | 3 | 3.3
O=C(C1CCC(=O)N1C1CCCC1)N1CCC2(CC1)OCCO2 (centres undefined) | 5 | 0.3 | -1 | -4 | 3 | 3 | -1 | -1 | 3.2
O=C(Cc1ccccc1)OCC(=O)c1ccc(F)cc1 | 0 | 0.1 | 13 | 7 | . | . | . | . | .
COP(=O)(C#Cc1ccccc1)C(O)c1ccc(Br)cc1 (centres undefined) | 6 | 0.1 | 6 | 8 | -2 | -1 | 2 | 3 | 0.8
CC(C)(C#CC(=O)O)OOC(c1ccccc1)(c1ccccc1)c1ccccc1 | 21 | -0.1 | -2 | 2 | -2 | 13 | 6 | 0 | 1.4
O=c1[nH]c(=S)[nH]c(O)c1N=Nc1ccc(S(=O)(=O)N2CCOCC2)cc1 | -5 | 0.4 | -3 | -13 | 12 | -4 | -7 | 3 | 1.3
CCOC(C(=O)OCCC[N+](C)(CC)CC)(c1ccccc1)c1ccccc1 | 4 | 0.0 | 2 | 5 | -1 | -4 | -7 | -1 | -0.3
O=C1NC(=O)C(CCc2ccncc2)(C2CCCCC2)C(=O)N1 | 9 | 0.1 | -2 | -7 | 4 | -4 | -9 | -1 | -0.8
O=C1CN=C(c2ccc(Cl)cc2)c2oc3ccccc3c2N1 | ? | 0.0 | -3 | 9 | 1 | -6 | -98 | 0 | 1.6
Cn1c(O)c(C(=NCCc2c[nH]c3ccccc23)c2ccccc2)c(=O)n(C)c1=O | -5 | 0.4 | 0 | -2 | -5 | 1 | -1 | 4 | 2.8
CN1C(=O)C(=Cc2ccccc2Oc2ccc(Cl)c(F)c2)C(=O)N(C)C1=O | -2 | -0.2 | 0 | -4 | -1 | 0 | 12 | 5 | 2.8
Cc1ccc(/C=C2\C(=O)NC(=O)N(CCc3ccc(F)cc3)C2=O)s1 | -8 | -0.3 | -10 | -18 | 1 | -4 | 5 | 5 | -0.2
O=C(O)Cn1cc(/C=C2\C(=O)NC(=O)N(Cc3ccco3)C2=O)c2ccccc21 | 19 | 0.0 | 6 | -7 | 2 | -1 | 12 | 23 | 2.5
O=[N+]([O-])c1ccc(N2CCNCC2)cc1NCc1ccco1 | -13 | 0.1 | -14 | -24 | 6 | -1 | -4 | 3 | -5.3
Cc1cccc2c1N(N=O)CCC2 | -14 | -0.3 | -5 | -1 | 1 | 1 | -3 | -1 | -0.3
CCCC(C)n1[nH]c(=O)c2c1NC(=O)CSC2c1ccc(OC)c(OC)c1 (centres undefined) | 3 | -0.1 | -1 | 6 | 0 | -3 | -2 | -4 | 1.8
CN1CCCC(C(=O)c2ccc(-c3ccccc3)cc2)C1 (centres undefined) | -22 | 0.1 | 7 | -19 | 2 | -4 | 1 | 7 | 1.7
CN=C(SCc1ccccc1)c1c(O)n(C)c(=O)n(C)c1=O | ? | 0.0 | 3 | -1 | 0 | 0 | -2 | 1 | 1.8
COc1ccc(C2(c3cccc(O)c3OC)CCN(C(C)=O)CC2)cc1O | -7 | 0.1 | -3 | 5 | -1 | -2 | 3 | -2 | 2.8
C[C@H]1C(=O)O[C@@H]2CCN3CC=C(COC(=O)[C@](C)(O)[C@]1(C)O)[C@H]23 | . | 0.0 | 8 | 0 | -2 | -3 | 8 | -4 | 0.5
COc1ccc(C(=O)C2CCCN(C3CSCCSC3)C2)c(OC)c1 (centres undefined) | 0 | 0.0 | -3 | 5 | 0 | -5 | -2 | 3 | -2.2
CCn1c(O)c(C=NCCN2CCOCC2)c(=O)n(CC)c1=S | 5 | -0.1 | 5 | 4 | -4 | 0 | -7 | 38* | 0.0
CCn1ccnc1CN1CCCC(C(=O)c2cccc(C(F)(F)F)c2)C1 (centres undefined) | -2 | 0.0 | -3 | -3 | 0 | -4 | -1 | 0 | 2.1
COC(=O)C1=C(c2ccc(OC(F)(F)F)cc2)C[C@@H]2CC[C@H]1N2C(=O)NC1CC1 | 12 | 0.1 | 0 | 6 | . | -1 | . | . | -0.9
Cc1ccc2[nH]c(C)c(CCNCc3cccnc3)c2c1 | 4 | 0.1 | -2 | -7 | 1 | -4 | -8 | -6 | -3.6
CCCCn1c(=O)c(C(=O)Nc2ccccc2Cl)c(O)c2ccccc21 | -1 | 0.1 | -3 | 15 | -1 | -2 | -1 | -1 | 1.1
COc1ccc(CC(C)NC2CCCCCC2)cc1 (centres undefined) | -16 | 0.0 | -1 | -11 | 3 | 2 | -9 | -5 | 3.2
NCCCCCC(=O)OC1N=C(c2ccccc2Cl)c2cc(Br)ccc2NC1=O (centres undefined) | 3 | -0.1 | 6 | 3 | -11 | -3 | -7 | -2 | -0.2
CC(=O)c1cc(C#N)c(N2CCN(C)CC2)nc1C | 27 | -0.1 | 0 | 14 | 1 | -1 | -4 | 0 | -0.3
O=C(CN1CCCCC1)c1ccc2c(c1)OCO2 | 7 | -0.2 | 6 | 0 | -6 | -2 | -7 | 0 | 0.1
CCOc1ccc(CN2CCN(C(=O)Cc3ccccc3)CC2)cc1 | 4 | 0.0 | 8 | 9 | -1 | 0 | 0 | -1 | 0.6
Oc1ccc(Cl)cc1CN1CCN(Cc2ccccc2)CC1 | -5 | -0.2 | -2 | 1 | 0 | -2 | 1 | 2 | -0.5
C[C@]12CC[C@H](O)CC1=CCC1C2CC[C@@]2(C)C1C[C@@H](O)[C@@H]2O (some centres undefined) | 8 | 0.1 | -8 | 6 | . | . | . | . | .
CCOC(=O)c1c(C)n(COCCO)c2ccc(O)cc12 | -12 | 7.5* | -4 | 5 | -2 | -3 | 1 | -1 | 4.5
CN1C(=O)NC(=O)/C(=C/c2ccc([N+](=O)[O-])s2)C1=O | 13 | -0.1 | -6 | -12 | 0 | -4 | -4 | 3 | 3.2
Cc1cc(OCC(=O)OC(C)C)c2c3c(c(=O)oc2c1)CCCC3 | 4 | -0.2 | -5 | 3 | 6 | 1 | 11 | -3 | 3.0

A draw from above in order of molar mass, falling.
SMILES | GASC-1 inh | Efflux pump inh | proCasp3 act | procasp7 counter | Fh CTSL1 inh | PP1 counter | HCV core dimer | TPT1 inh | PP5 inh
NCCCCCC(=O)OC1N=C(c2ccccc2Cl)c2cc(Br)ccc2NC1=O (centres undefined) | 3 | -0.1 | 6 | 3 | -11 | -3 | -7 | -2 | -0.2
COC(=O)C1=C(c2ccc(OC(F)(F)F)cc2)C[C@@H]2CC[C@H]1N2C(=O)NC1CC1 | 12 | 0.1 | 0 | 6 | . | -1 | . | . | -0.9
COc1ccc(C(=O)C2CCCN(C3CSCCSC3)C2)c(OC)c1 (centres undefined) | 0 | 0.0 | -3 | 5 | 0 | -5 | -2 | 3 | -2.2
CCCCn1c(=O)c(C(=O)Nc2ccccc2Cl)c(O)c2ccccc21 | -1 | 0.1 | -3 | 15 | -1 | -2 | -1 | -1 | 1.1
CCn1ccnc1CN1CCCC(C(=O)c2cccc(C(F)(F)F)c2)C1 (centres undefined) | -2 | 0.0 | -3 | -3 | 0 | -4 | -1 | 0 | 2.1
CCn1c(O)c(C=NCCN2CCOCC2)c(=O)n(CC)c1=S | 5 | -0.1 | 5 | 4 | -4 | 0 | -7 | 38* | 0.0
Cc1cc(OCC(=O)OC(C)C)c2c3c(c(=O)oc2c1)CCCC3 | 4 | -0.2 | -5 | 3 | 6 | 1 | 11 | -3 | 3.0
Oc1ccc(Cl)cc1CN1CCN(Cc2ccccc2)CC1 | -5 | -0.2 | -2 | 1 | 0 | -2 | 1 | 2 | -0.5
C[C@]12CC[C@H](O)CC1=CCC1C2CC[C@@]2(C)C1C[C@@H](O)[C@@H]2O (some centres undefined) | 8 | 0.1 | -8 | 6 | . | . | . | . | .
CCOC(=O)c1c(C)n(COCCO)c2ccc(O)cc12 | -12 | 7.5* | -4 | 5 | -2 | -3 | 1 | -1 | 4.5
Cc1ccc2[nH]c(C)c(CCNCc3cccnc3)c2c1 | 4 | 0.1 | -2 | -7 | 1 | -4 | -8 | -6 | -3.6
CC(=O)c1cc(C#N)c(N2CCN(C)CC2)nc1C | 27 | -0.1 | 0 | 14 | 1 | -1 | -4 | 0 | -0.3
O=C(CN1CCCCC1)c1ccc2c(c1)OCO2 | 7 | -0.2 | 6 | 0 | -6 | -2 | -7 | 0 | 0.1

Other results
SMILES | GASC-1 inh | Efflux pump inh | proCasp3 act | procasp7 counter | Fh CTSL1 inh | PP1 counter | HCV core dimer | TPT1 inh | PP5 inh
O=C1C(=O)c2cccc3cccc1c23 | 2 | 0.0 | 1 | 4 | 13 | -1 | -11 | -2 | 1.7
CC(=O)CCC(C)=O | 13 | -0.2 | 11 | 6 | . | 0 | . | . | 2.4
C=CCn1c(O)c(C(CC)=NCCCO)c(=O)[nH]c1=O | -9 | -0.1 | 8 | -3 | 6 | 1 | -4 | -7 | 0.6
CCC(C)(C)n1nnnc1C(c1cccs1)N1CC=C(c2ccc(F)cc2)CC1 (centres undefined) | 10 | 0.8 | -1 | -5 | -2 | 8 | 0 | 2 | 3.1
CC(C)(C)c1ccc(OC(=O)N2CCCCC2)cc1 | 2 | -0.1 | -3 | -1 | 0 | -1 | 7 | 1 | -0.5
O=[N+]([O-])c1ccc(Nc2ccccc2)cc1 | 7 | 0.1 | -6 | -12 | 4 | -3 | -4 | -1 | 1.4
N#CCN1CCN(c2ccc(C(F)(F)F)cc2)CC1 | -6 | 0.6 | 1 | -2 | -1 | 0 | -15 | 3 | -1.4
O=C1CC(N2CCC(n3c(=O)[nH]c4ccccc43)CC2)C(=O)N1Cc1ccccc1 (centres undefined) | 12 | -0.2 | -12 | -12 | -1 | 1 | -1 | 0 | 2.4
C=CCN1C(=O)NC(=O)/C(=C/c2cc3c4c(c2)CCCN4CCC3)C1=O | 14 | 1.6* | -1 | -2 | -4 | 5 | 36 | 16 | -0.8
COC(=O)C1=C(c2c(C)noc2C)C[C@@H]2CC[C@H]1N2C(=O)NCCNC(C)=O | -2 | -0.1 | 2 | 4 | . | 5 | . | . | 3.2
O=[N+]([O-])c1ccccc1-c1cc(-c2ccccc2)cc(-c2ccccc2)[n+]1Cc1ccccc1Cl | -2 | -0.1 | 6 | -1 | 7 | 5 | -13 | -4 | -5.3
